VHR inh color: VHR1 phosphatase inhibitors, primary screen, biochemical, colorimetric, HTS. Dual specificity protein phosphatase 3 (Homo sapiens), P51452. recombinant VHR phosphatase, colorimetric substrate read-out. inhibition, % at 20 µM. 50,000 tested, 0.7% active; in the data active = inhibition above about 60%; also: some results filed as inactive read as strong as hits
Target sequence (P51452 whole entry, looked up): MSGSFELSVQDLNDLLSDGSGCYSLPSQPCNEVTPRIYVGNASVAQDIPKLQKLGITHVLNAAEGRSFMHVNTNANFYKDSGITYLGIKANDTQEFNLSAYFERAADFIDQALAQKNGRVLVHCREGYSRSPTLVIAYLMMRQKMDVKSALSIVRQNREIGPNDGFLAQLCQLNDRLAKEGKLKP
Active calls of the source: *.

SMILES	VHR inh color
Cc1n[nH]c(C)c1Sc1ccccc1N=Cc1c2ccccc2cc2ccccc12	-16.2
COc1ccc(/C(C)=N/N=C2/NC(=O)C(CC(=O)Nc3cc(Cl)ccc3Cl)S2)cc1 (centres undefined)	-16.4
CC(=O)c1cccc(NC(=O)/C(=C\c2cccs2)NC(=O)c2ccccc2)c1	6.0
CC1(C)Cc2ccccc2C(Nc2ccc(S(N)(=O)=O)cc2)=N1	5.8
COc1ccc(NC(=O)C23CCC4CC(CC(C4)C2)C3)cc1	-25.6
Cc1ccccc1CN1CCN(C(=O)c2cccc(Cl)c2)CC1	6.0
N#Cc1c(/N=C/c2ccc(O)cc2)sc2c1CCCC2	6.4
COc1ccc(-c2nc3cc(NC(=O)/C=C/c4cccc([N+](=O)[O-])c4)ccc3o2)cc1Cl	0.6
CC(=O)Nc1ccc(S(=O)(=O)Nc2nc(C)cc(-n3nc(C)cc3C)n2)cc1	1.8
Cc1ccc(/C=C(/NC(=O)c2ccccc2I)C(=O)O)o1	-3.3
O=C(c1ccccc1)c1ccccc1C(=O)N1CCCCC1	-13.7
Cc1ccc(C2/C(=C(\O)c3ccc(F)cc3)C(=O)C(=O)N2CCCCCC(=O)O)cc1 (centres undefined)	1.0

As a working copy, some entries already given.
SMILES	VHR inh color
Cc1ccccc1CN1CCN(C(=O)c2cccc(Cl)c2)CC1	6.0
N#Cc1c(/N=C/c2ccc(O)cc2)sc2c1CCCC2	6.4
COc1ccc(-c2nc3cc(NC(=O)/C=C/c4cccc([N+](=O)[O-])c4)ccc3o2)cc1Cl	0.6
CC(=O)Nc1ccc(S(=O)(=O)Nc2nc(C)cc(-n3nc(C)cc3C)n2)cc1	1.8
Cc1ccc(/C=C(/NC(=O)c2ccccc2I)C(=O)O)o1	-3.3
O=C(c1ccccc1)c1ccccc1C(=O)N1CCCCC1	-13.7

(more compounds)
SMILES	VHR inh color
Cc1ccc(S(=O)(=O)Oc2cccc(/C=C3/SC(=S)N(c4ccccc4)C3=O)c2)cc1	-10.4
CCOC(=O)C1=C(C)N=c2s/c(=C\c3c(OC)ccc4ccccc34)c(=O)n2C1c1ccc2c(c1)OCO2 (centres undefined)	-18.9
CC(=O)Oc1ccc(C(=O)Nc2cc(Cl)ccc2C(=O)O)cc1	-10.2
Cc1ccc(C2(c3ccc(C)cc3)CC2C(=O)NC(C)(C)C)cc1 (centres undefined)	17.7
COC(=O)C1=C(C)NC(=O)NC1c1cc(Cl)c(O)c(OC)c1 (centres undefined)	-13.4
CC1C(=O)C(C)C(c2ccc(Cl)cc2)NC1c1ccc(Cl)cc1 (centres undefined)	-3.2
CCOc1cc(/C=N/NC(=O)c2cc(C)[nH]n2)ccc1OC(=O)c1cccc2ccccc12	1.4
Cc1cnn(-c2cc(N/N=C/c3ccccc3F)ncn2)c1	-29.7
Cc1ccc(-n2c(C)cc(/C=N/NC(=O)c3cccnc3)c2C)c(C)c1	21.4
O=C(/C=C/c1cccs1)c1ccncc1	-2.1
COc1ccc(Cl)cc1NC(=O)c1cnn2c1NC(c1cccs1)CC2C(F)(F)F (centres undefined)	2.8
COC(=O)C(=C/C(Cl)=C/N(C)C)C(=O)OC	-0.8
COc1ccc(C=C2C(=O)N(c3ccccc3)C(=O)N(c3ccccc3)C2=O)cc1C(=O)O	3.6
N/C(=N\OC(=O)c1ccc2ccccc2c1)c1ccccn1	2.4
Cc1cc(NC(=O)c2ccc3ccccc3c2)ccc1NC(=O)c1ccccc1	1.3
CCOC(=O)c1c(NC(=S)Nc2ccccc2)sc2c1CCN(Cc1ccccc1)C2	53.2
Cc1nnc(NC(=O)c2cc(C(F)(F)F)cc(C(F)(F)F)c2)s1	-25.7
Oc1ccc(C=Nc2cc(Cl)ccc2O)cc1	-20.7
CC(O)C(NC(=S)NCc1ccccc1)C(=O)O (centres undefined)	61.7
O=[N+]([O-])c1cccc(S(=O)(=O)/N=C(/Nc2ccccc2)c2ccccc2)c1	-22.0
Cc1cccc2sc(NC(=O)c3ccccc3C(=O)O)nc12	-3.7
CCn1nnnc1-c1ccc(OC)c(S(=O)(=O)Nc2cccc(C(F)(F)F)c2)c1	-7.6
COc1cc(C(c2ccc(C)o2)c2ccc(C)o2)c(O)c([N+](=O)[O-])c1	0.4
CCn1c(C(O)c2ccc(C)cc2)nc2ccccc21 (centres undefined)	-6.3
COc1ccc(/C=N/NC(=O)C2CC2)c(OC)c1OC	-32.4
CCOC(=O)c1cccc(NC(=O)c2c(-c3ccccc3Cl)noc2C)c1	-8.1
Cc1ccc2cc(NC(=O)c3cccc(F)c3)ccc2n1	-11.5
O=C(N/N=C/c1ccc(Sc2cccc3cccnc23)o1)c1cccc(F)c1	34.7
COc1cccc(-c2nc3ncc(Br)cc3[nH]2)c1OC	-28.9
COc1cccc(/C=c2/sc3nc4ccccc4n3c2=O)c1	0.8
COc1ccc(/C=C2/C(=O)NN(c3ccc(C)cc3)C2=O)cc1Br	-24.3
Cc1ccc(C(=O)Nc2cc(-c3ccc(F)cc3)[nH]n2)cc1	-13.3
CCOC(=O)c1c(C)oc2ccc(OC(=O)C(C)C)cc12	-6.5
COC(=O)c1c(C)oc2cc(Br)c(OC(=O)c3ccc([N+](=O)[O-])cc3)cc12	-20.2
CC(=O)c1ccc(NC(=O)c2ccc(CN(c3ccccc3)S(C)(=O)=O)cc2)cc1	-46.2
COc1ccc(-c2nc3cc(NC(=O)COc4ccc5ccccc5c4)ccc3o2)cc1OC	22.7
CCOc1ccc(CC(C(=O)NC)C(=O)NC)cc1CN(C)C	17.7
Cc1cccc(C(=O)Nc2cc(Cl)cc(Cl)c2)c1	-39.4
Cc1ccc(C=C2C(=O)N(C)C(=O)N(C)C2=O)cc1	-3.0
Cc1cc(C)c(C)c(OCCCCCN2CCCC2)c1	-4.6
CCOC(=O)C1=C(O)/C(=C/c2ccc(C)cc2)SC1=Nc1ccc(C)cc1	9.5
O=C(N/N=C/c1ccc(OC(=O)c2ccc(Br)cc2)cc1)c1cccc([N+](=O)[O-])c1	-21.7
COCCOC(=O)C1=C(C)NC2=C(C(=O)CC(C)(C)C2)C1c1ccc(Br)cc1 (centres undefined)	-11.4
CCOC(=O)C1=C(N)Oc2cc(O)ccc2C1c1ccc(Cl)cc1 (centres undefined)	-2.4
Cc1cccc(C)c1NC(=O)CN(c1cccc([N+](=O)[O-])c1)S(=O)(=O)c1ccccc1	-22.6
C=C(C)COc1ccc2c(C)cc(=O)oc2c1	12.3
Cc1cccc(N2CCN(C(=O)Nc3ccc(Cl)c(Cl)c3)CC2)c1C	-20.3
Cc1cc(OCC(=O)Nc2ccc3c(c2)OCO3)ccc1Cl	104.9
Cc1c(N2C(=O)S/C(=C\c3ccccc3)C2=O)c(=O)n(-c2ccccc2)n1C	-11.7
COc1ccc(-c2nnc(-c3cccs3)o2)cc1OC	5.8
COc1ccc(NC(=O)C2C(C(=O)O)C3C=CC2C32CC2)cc1 (centres undefined)	14.1
CCN(CC)CCCCOc1ccccc1F	-6.1
COc1ccc(NS(=O)(=O)c2ccc(Cl)c(C(=O)Nc3cccc(C(=O)O)c3)c2)cc1	0.2
O=C(Nc1sc2c(c1C(=O)Nc1ccccn1)CCCCC2)c1ccccc1	-8.2
O=C(/C=C/c1cccc([N+](=O)[O-])c1)Nc1ccc(-c2nc3ccccc3o2)c(O)c1	44.9
CCOC(=O)c1c(C)[nH]c(N=Nc2ccc(C)cc2)c1C	-23.8
O=C(COc1ccc2ccccc2c1)NCC1CCCO1 (centres undefined)	22.2
O=[N+]([O-])c1ccc(Cl)c(/C=N/NS(=O)(=O)c2ccccc2)c1	-22.9
O=[N+]([O-])c1cccc(-c2ccc(C(=S)N3CCN(c4ccc(F)cc4)CC3)o2)c1	10.3
CCOC(=O)C1=C(C)N=c2s/c(=C\c3cc(OC)c(OC)cc3[N+](=O)[O-])c(=O)n2C1c1ccc(SC)cc1 (centres undefined)	52.4

The listing continues:
SMILES	VHR inh color
Cc1cc(Cl)ccc1OCC(=O)NCCc1nc2ccccc2[nH]1	-2.8
COc1ccc(-n2cnc3cc(NC(=O)c4ccccc4)ccc32)cc1	7.1
Nc1nnc(COc2ccccc2F)s1	-13.3
COC1=C(C(C)(C)C)C(=O)C(=O)C(C(C)(C)C)=C1OC	-3.9
COc1ccc(C(=O)Nc2ccc(C(=O)O)cc2)cc1	-19.1
COc1ccc(C2CC(C(F)(F)F)n3nc(C(=O)Nc4ccc(C(C)O)cc4)c(Cl)c3N2)cc1 (centres undefined)	-7.0
O=C(Nc1ccc(Cl)c(Cl)c1)c1ccccc1C(F)(F)F	-18.4
O=C(N/C(=C/c1ccc(Br)cc1)C(=O)N1CCCC1)c1cccs1	10.3
Cc1cccc(NC(=O)C2C(c3ccccc3)=C2c2ccccc2)c1C	-1.9
CCOC1CC(c2ccccc2)=NN1c1ccccc1 (centres undefined)	-4.2
N#C/C(=C/c1cccc(F)c1)C(=O)Nc1cccc(Br)c1	15.9
COC(=O)c1ccc(NS(=O)(=O)c2ccc(OC)cc2)cc1	1.3

Of the compounds above, 6 have an NH in an aromatic ring.
SMILES	VHR inh color
Cc1n[nH]c(C)c1Sc1ccccc1N=Cc1c2ccccc2cc2ccccc12	-16.2
CCOc1cc(/C=N/NC(=O)c2cc(C)[nH]n2)ccc1OC(=O)c1cccc2ccccc12	1.4
COc1cccc(-c2nc3ncc(Br)cc3[nH]2)c1OC	-28.9
Cc1ccc(C(=O)Nc2cc(-c3ccc(F)cc3)[nH]n2)cc1	-13.3
CCOC(=O)c1c(C)[nH]c(N=Nc2ccc(C)cc2)c1C	-23.8
Cc1cc(Cl)ccc1OCC(=O)NCCc1nc2ccccc2[nH]1	-2.8

(further entries)
SMILES	VHR inh color
CCN(CC)Cc1c(O)ccc2c(=O)c(Oc3ccccc3Br)c(C(F)(F)F)oc12	-9.1
O=C(COc1cc(Cl)ccc1Cl)Nc1ccccc1F	-0.3
O=C1C(=O)N(Cc2ccc3c(c2)OCO3)C2C=CC=CC12 (centres undefined)	5.3
COc1ccc(N(C)CN2C(=O)CSC2=O)cc1	44.6
O=C(c1ccco1)N1CCN(CCN2C(=O)c3cccc4cccc(c34)C2=O)CC1	-15.9
CCN1CCN(S(=O)(=O)c2cc(Cl)ccc2Cl)CC1	-21.5
O=C(Oc1cccc2ccccc12)c1ccco1	-36.3
CC(=O)N=c1cccc(NC(C)=O)n1O	-7.5
CCCOc1ccc(C=C2C(=O)N(C)C(=O)N(C)C2=O)cc1OC	32.8
CCn1c2ccccc2c2cc(NS(=O)(=O)c3ccccc3[N+](=O)[O-])ccc21	-6.8
O=C(O)c1cccc(NC(=O)c2ccc(COc3ccc(Cl)cc3)cc2)c1	-29.0
COc1ccc(N2C(=O)CC(NCc3ccc(Cl)c(Cl)c3)C2=O)cc1 (centres undefined)	-1.3
CC(=O)Nc1ccc(C(=O)NNC(=O)Cc2ccc(Cl)cc2)cc1	-10.0
COc1ccccc1OCC(=O)Nc1ccccc1C(=O)O	0.3
O=[N+]([O-])c1ccc(N/N=C/c2ccc(-c3ccc(Cl)cc3)o2)cc1	-6.2
CCOc1ccc(-c2n[nH]c(=S)n2-c2ccccc2)cc1	10.8
O=c1c(C2NCCC3(O)CCCCC23)coc2ccc(Cl)cc12 (centres undefined)	1.2
COc1ccccc1NC(=O)c1ccc(CN2CCOCC2)cc1	-10.4
O=C1NC(=S)N/C1=C/c1ccc(Oc2ccc(C(F)(F)F)cc2[N+](=O)[O-])c(Cl)c1	-21.8
S=C(NCc1ccco1)Nc1ccccc1	-16.1
COc1cccc(N2C(=O)C=CC2=O)c1	49.6
CN(/N=C/c1ccccc1Sc1ccccc1)c1ccccc1	4.4
CCc1cc2c(NCCc3ccc(OC)c(OC)c3)ncnc2s1	-2.3
N#C/C(=C/c1ccc(I)o1)c1nc2ccccc2[nH]1	-2.3
Cc1cc(/C=N\Nc2ccc([N+](=O)[O-])cn2)c(C)n1-c1ccc(C(=O)O)cc1	22.5
CCCCOc1ccc(C=O)cc1OCC	13.4
Cc1ccc(C(=O)Nc2cccc(C(=O)O)c2)cc1S(=O)(=O)NCc1ccccc1	-5.7
Cc1ccccc1N(CC(=O)NCc1ccccn1)S(C)(=O)=O	1.5
CCOc1ccccc1N1CCN(C(=O)C(Sc2ccccc2)c2ccccc2)CC1 (centres undefined)	-7.9
COc1cc(C(=O)Oc2cccc(C(=S)N3CCOCC3)c2)cc(OC)c1OC	-8.6
CC(C)(C)c1csc(NC(=O)c2ccc(Cl)c([N+](=O)[O-])c2)n1	-19.2
COc1cc(C)c(/C=C2\C(=O)NC(=O)N(Cc3ccccc3)C2=O)cc1C	17.1
CCCCn1c2ccccc2c2cc(CC(N)=O)ccc21	8.8
CCC1=NN2C(=N)/C(=C/c3ccc(-c4ccc([N+](=O)[O-])cc4Cl)o3)C(=O)N=C2S1	2.7
CCOC(=O)C1=NNC(C(=O)OCC)(C(=O)OCC)C1c1ccccc1 (centres undefined)	101.2*
Cc1cc(OCC(=O)NC2CCCCC2)ccc1Br	-3.1
O=Cc1cn(CCOc2ccccc2)c2ccccc12	0.6
O=P(CCNCc1ccco1)(c1ccccc1)c1ccccc1	-34.4
N#CSCCCCOc1ccccc1Br	-4.1
COc1ccc(C(=O)NNC(=O)c2ccc(C)cc2)c(OC)c1	-2.9
CCOC(=O)c1c(NC(=O)/C=C/c2ccc(OC)c(Br)c2)sc(C(C)=O)c1C	-1.1
CCOc1ccc(S(=O)(=O)N2CCN(c3ccccc3)CC2)c2ccccc12	16.2
Cc1ccc(/C(O)=C/c2nc3ccc([N+](=O)[O-])cc3oc2=O)o1	5.5
CCOC(=O)COc1ccc2c(C(F)(F)F)cc(=O)oc2c1	-9.1
COc1ccc(S(=O)(=O)N(CCc2ccccc2)CC(=O)NCC2CCCO2)cc1 (centres undefined)	-10.2
Cn1c(SCC(=O)N/N=C/c2c(Cl)cccc2Cl)nc2ccccc21	1.1

Screening data from PubChem BioAssay.

Some of the compounds tested, so the mix of outcomes need not match the whole.
